# Source: PubChem (several laboratories)
# PP1 counter: counter-screen for PP5 inhibitors: inhibitors of human PP1-alpha | P62136 | purified PP1alpha, OMFP fluorescence | AID 2235 | inhibition, % at 6.7 µM | 0.9% of 320,000 active;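 active = inhibition above the mean inhibition of all tested compounds plus 3 SD, computed separately for each screening campaign, cut at about 15% in these data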
# Target sequence (P62136 whole entry, looked up): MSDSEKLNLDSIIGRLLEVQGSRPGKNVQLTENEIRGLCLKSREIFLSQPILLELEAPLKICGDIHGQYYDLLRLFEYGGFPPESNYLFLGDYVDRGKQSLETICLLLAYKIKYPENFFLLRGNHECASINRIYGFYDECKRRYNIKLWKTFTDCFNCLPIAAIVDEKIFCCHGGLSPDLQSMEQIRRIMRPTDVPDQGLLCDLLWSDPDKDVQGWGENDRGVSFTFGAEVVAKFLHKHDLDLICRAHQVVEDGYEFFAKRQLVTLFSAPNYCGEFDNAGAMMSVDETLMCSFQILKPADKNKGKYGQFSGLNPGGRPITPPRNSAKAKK
# Yeast superoxide: caloric restriction mimetics inhibiting age-related superoxide in yeast | S. cerevisiae aged cells, superoxide DHE fluorescence; stronger effect = lower value | superoxide response (% of plate mean), % at 10 µM | 0.18% of 330,000 active;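 active = superoxide response under a set limit, about three screen SD below normal, cut at about 65% in these data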;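 note: yeast aged for seven days with compound at 30 °C before DHE staining; 100% = average MFI of all compound-treated wells on the plate with controls excluded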
# PP5 inh: blocks human protein phosphatase 5 activity; P53041; purified PP5c, OMFP substrate fluorescence; inhibition, % at 6.7 µM; 0.18% of 320,000 active;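 active = inhibition above the campaign's mean inhibition across all tested compounds plus 3 SD, cut at about 9.5% in these data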;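 note: 0% = DMSO only and 100% = 100 µM cantharidin control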
# Target sequence (P53041 whole entry, looked up): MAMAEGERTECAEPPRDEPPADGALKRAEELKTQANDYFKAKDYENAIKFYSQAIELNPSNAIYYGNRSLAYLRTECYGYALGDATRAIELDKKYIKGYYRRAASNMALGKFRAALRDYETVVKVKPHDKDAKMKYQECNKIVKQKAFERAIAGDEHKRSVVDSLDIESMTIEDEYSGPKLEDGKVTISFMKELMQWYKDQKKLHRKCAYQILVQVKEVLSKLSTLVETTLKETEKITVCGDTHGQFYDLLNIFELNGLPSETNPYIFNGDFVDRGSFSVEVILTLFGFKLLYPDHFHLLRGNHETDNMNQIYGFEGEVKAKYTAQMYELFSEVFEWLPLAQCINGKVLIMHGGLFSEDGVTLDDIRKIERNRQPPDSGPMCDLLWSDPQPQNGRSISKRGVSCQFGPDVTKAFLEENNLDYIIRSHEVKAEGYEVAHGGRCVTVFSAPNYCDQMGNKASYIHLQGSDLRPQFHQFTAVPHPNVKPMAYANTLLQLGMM
# EBNA-1 inh: blocks EBNA-1 binding to DNA. inhibition, % at 14.8 µM. 0.34% of 300,000 active. AID 1950. EBNA-1 DNA binding, fluorescence polarization; in the data active = inhibition above about 28%
# ZTA counter: blocks Epstein-Barr virus ZTA, an EBNA-1 counter-screen | P03206 | ZTA-DNA binding, fluorescence polarization | inhibition, % at 11 µM | 0.15% of 320,000 active; in the data active = inhibition above about 33%
# Target sequence (P03206 whole entry, looked up): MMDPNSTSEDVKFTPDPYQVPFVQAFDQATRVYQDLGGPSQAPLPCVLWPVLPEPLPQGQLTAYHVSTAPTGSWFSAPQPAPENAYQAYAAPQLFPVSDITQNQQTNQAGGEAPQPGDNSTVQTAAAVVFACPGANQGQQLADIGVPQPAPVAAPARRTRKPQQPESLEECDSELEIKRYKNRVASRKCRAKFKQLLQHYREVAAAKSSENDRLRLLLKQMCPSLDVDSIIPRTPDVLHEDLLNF
# HCV core dimer: blocks dimerization of HCV core protein. inhibition, % at 5 µM. TR-FRET GST/Flag-core106 dimerization, 1536-well. 0.33% of 300,000 active;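 active = inhibition above the mean of all tested compounds plus 3 SD, set per screening campaign, cut at about 45% in these data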
#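 Material: GST/Flag-tagged HCV core106 proteins. Incubation: 4 h, 22.5 °C incubation. Read-out basis: inhibition (%) from 671 over 617 nm ratio. Measured by: TR-FRET, excitation 340 nm, emission 617 and 671 nm.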
# CTSL1 counter: cathepsin L1 inhibition, PFM18AAP counter-screen; inhibition, % at 5.96 µM; AID 1906; 0.49% of 300,000 active; recombinant F. hepatica cathepsin L1, Z-Leu-Arg-MCA fluorescence;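 active = inhibition above the mean of all tested compounds plus 3 SD, set per screening campaign, cut at about 17% in these data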;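 note: 0% = plate median of test compound wells and 100% = 1 µM Z-Phe-Ala-diazomethylketone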
# TPT1 inh: inhibitors of Candida albicans tRNA 2'-phosphotransferase TPT1 | AID 1962 | inhibition, % at 5 µM | recombinant caTPT1, FP RNA substrate dephosphorylation | 0.81% of 300,000 active;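 active = inhibition above the mean of all tested compounds plus 3 SD, set per screening campaign, cut at about 24% in these data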;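 note: plate controls were DMSO alone for no effect and ferristatin control at 100 nM for full effect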
# JMJD2C inh: blocks human GASC-1 demethylase activity | AID 2099 | inhibition, % at 2.35 µM | 0.069% of 330,000 active | GST-JMJD2C(1-420) H3K9me3 demethylation, DELFIA europium | Q9H3R0;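 active = more than half of a compound's replicate wells show inhibition beyond 50%, single wells judged on their own value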;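 note: signal counts dimethyl H3K9 product captured on neutravidin plate; 0% = median of DMSO wells and 100% = 0.3 times that DMSO median; strong numbers were not always called active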
# An asterisk follows results filed as active; i = inactive; / = no result given; & = joins results of further samples.
SMILES,PP1 counter,Yeast superoxide,PP5 inh,EBNA-1 inh,ZTA counter,HCV core dimer,CTSL1 counter,TPT1 inh,JMJD2C inh
Cc1ccc(S(=O)(=O)Oc2cccc(/C=N/n3cnnc3)c2)cc1,1,79,0.6,-11,-11,0,0,2,-10
CCCCN(CC)CCCNC(=O)c1cn(CC(C)C)c(=O)c2c1c1ccccc1n2C,-4,92,1.8,15,3,-3,0,-1,12
CCn1c(SC(C)C(=O)Nc2nccs2)nnc1-c1ccncc1 (centres undefined),-7,95,-0.4,5,24,-2,-1,-3,22
COc1ccc(CCNC(=O)C(=O)NCC2CCCN2S(=O)(=O)c2ccc(OC)cc2)cc1 (centres undefined),-4,104,0.7,1,1,4,8,3,i
CC(=O)Nc1sc2c(c1CN1CCCC1)CCCC2,-4,106,-1.1,5,20,2,-11,-3,-1
CCCC1(C(=O)O)NC(c2ccccc2O)C2C(=O)N(c3cccc(Cl)c3)C(=O)C21 (centres undefined),-1,73,0.5,-8,-2,-3,2,-2,11
Cc1ccc(-c2csc3nnc(SCC(=O)N4CCN(Cc5ccccc5)CC4)n23)cc1,0,104,1.6,-3,-7,6,-2,-1,7&0
COc1ccc(CN2CCN(CCSc3ccc(C)cc3)CC2)c(OC)c1OC,3,120,1.0,2,-5,5,-6,-1,-23
C/C(=N\NC(=O)C1(C)CC1(Br)Br)c1cccc(NC(=O)C2CCC2)c1 (centres undefined),1,81,2.3,-2,-16,-9,1,0,8
CN(C)S(=O)(=O)c1cc(NC(=O)Cn2ccsc2=N)ccc1Cl,0,98,-0.8,-4,-11,-2,-3,3,0
CCC(=O)Nc1nc2n(n1)C(c1ccc(OC)cc1)C=C(c1ccccc1)N2 (centres undefined),-2,106,0.5,10,-3,5,0,-21,5
Cc1nn(C2CCS(=O)(=O)C2)c(Cl)c1/C=C/C(=O)OCC(=O)c1cc(C)n(-c2ccc(F)cc2)c1C (centres undefined),-3,100,1.9,1,-8,11,-4,-1,-3
COc1ccc(S(=O)(=O)Nc2cccc(S(=O)(=O)NC3=NCCC3)c2)cc1[N+](=O)[O-],-5,115,-2.9,-9,-6,-11,5,1,7
O=C(Cn1cnc2ccccc2c1=O)OCC(=O)c1ccc2c(c1)OCCO2,-4,107,-0.4,-3,5,8,-10,-1,-3
Cc1ccc(S(=O)(=O)N2CCOCC2)cc1C(=O)OCCOc1cccc(Cl)c1,-2,105,-0.1,-3,-3,-3,5,1,-6
O=C1C2C3C=CC(C3)C2C(=O)N1c1ccc(-c2nc3ccccc3c(=O)o2)cc1 (centres undefined),-1,117,2.1,2,-3,5,0,-1,-19
CN(Cc1ccccc1)C(=O)c1ccc(NC(=O)Cc2cccc(NC(=O)C3CCCN(C(=O)C4CCCC4)C3)c2)cc1 (centres undefined),0,120,0.9,/,2,/,/,/,0
O=C(O)CSCC(=O)c1ccccc1,-4,100,1.9,-2,-2,0,-6,-1,11
COc1cc(S(=O)(=O)NC2CCCCC2)c(C)cc1C,2,97,1.9,-3,-14,1,13,-3,-26
C=CCN(CC=C)C(=S)NC(=O)c1ccc(OC)cc1,-6,85,-1.1,-11,-2,5,0,-2,-1
Cc1ccc(S(=O)(=O)Nc2cccc(C(=O)N3CCC(C(N)=O)CC3)c2)cc1,-2,98,-1.4,/,0,/,/,/,/
CCC(C)NC(=O)c1nn(Cc2ccccc2)c(=O)c2ccccc12 (centres undefined),0,85,2.1,-7,1,2,-3,2,-8
CC(OC(=O)c1ccco1)C(=O)Nc1ncc(Cl)cc1Cl (centres undefined),-2,116,-1.6,/,-3,/,/,/,-5
O=C(Nc1ccc2nsnc2c1)NC1CCCCC1,0,101,0.6,3,23,-2,1,-1,-1
CCOc1ccc(C2C(C#N)=C(C)NC3=C2C(=O)c2ccccc23)cc1 (centres undefined),1,102,1.7,3,-5,-2,1,0,-1

# Reprinted from the part before: 5 entries, followed by the next part.
SMILES,PP1 counter,Yeast superoxide,PP5 inh,EBNA-1 inh,ZTA counter,HCV core dimer,CTSL1 counter,TPT1 inh,JMJD2C inh
Cc1ccc(S(=O)(=O)Nc2cccc(C(=O)N3CCC(C(N)=O)CC3)c2)cc1,-2,98,-1.4,/,0,/,/,/,/
CCC(C)NC(=O)c1nn(Cc2ccccc2)c(=O)c2ccccc12 (centres undefined),0,85,2.1,-7,1,2,-3,2,-8
CC(OC(=O)c1ccco1)C(=O)Nc1ncc(Cl)cc1Cl (centres undefined),-2,116,-1.6,/,-3,/,/,/,-5
O=C(Nc1ccc2nsnc2c1)NC1CCCCC1,0,101,0.6,3,23,-2,1,-1,-1
CCOc1ccc(C2C(C#N)=C(C)NC3=C2C(=O)c2ccccc23)cc1 (centres undefined),1,102,1.7,3,-5,-2,1,0,-1
O=C(N/N=C/c1ccsc1)c1cc(O)cc(O)c1,-2,88,0.8,-1,4,0,2,-1,-2
O=C1Nc2cccnc2Sc2ccccc21,-3,105,-3.2,3,-7,-4,-2,-3,-4
O=C(Nc1ccc(OC(F)(F)F)cc1)c1[nH]ncc1[N+](=O)[O-],6,109,-0.6,2,-18,2,-3,-2,0
C=CCn1c(O)c(C(CC)=NCCN2CCOCC2)c(=O)[nH]c1=O,-3,86,1.1,19,-13,-6,-2,0,3
O=C(NN=C1CCN(Cc2ccccc2)CC1)c1cc2ccccc2cc1O,3,87,-2.3,14,7,37,7,6,8
CC1CN(C(=O)COC(=O)c2ccc(O)cc2)CC(C)O1 (centres undefined),-5,102,-0.3,8,5,9,-3,2,-8
CN(C)C(CNC(=O)CCc1c[nH]c2ccccc12)c1ccccc1 (centres undefined),3,103,2.7,9,3,0,-2,2,1
CC(=O)NCCC(=O)Nc1sc2c(c1-c1nc3ccccc3[nH]1)CCCC2,-1,93,4.2,3,9,14,-1,1,-2
OC(COc1ccc2ccccc2c1Br)Cn1ccnc1 (centres undefined),1,100,3.0,4,2,4,-1,-6,4
O=c1[nH]nc(SCc2ccccc2)n1C1CC2C=CC1C2 (centres undefined),-5,100,-2.5,8,6,3,-3,-4,9
CC(=O)Nc1ccc(NC(=O)CS(=O)(=O)c2cn(CC(=O)N3CCC(C)CC3)c3ccccc23)cc1,2,95,0.2,8,-5,6,2,-3,-3
COc1cccc2sc(N(CCCN(C)C)C(=O)COc3ccc(Cl)cc3)nc12,0,100,1.3,7,6,-3,0,3,6
O=C(O)Cn1c(SCCOc2ccccc2F)nc2ccccc21,-4,103,3.2,-3,2,-6,-3,1,-16
CCCc1cc(=O)[nH]c(SCC(=O)c2cc(C)n(C)c2C)n1,-3,95,-0.3,1,12,5,-3,-2,-1
COc1cc(/C=C(/NC(=O)c2ccccc2)C(=O)Nc2cccc(O)c2)c([N+](=O)[O-])cc1OC,-4,94,0.4,13,12,0,3,-2,0
COc1ccccc1N1CCN(C(=O)c2ccc(N3CCCC3=O)cc2)CC1,6,105,0.8,-1,2,-4,-6,-4,0
COCCNC(=O)c1sc2ncn(CC(=O)Nc3ccc(C)c(Cl)c3)c(=O)c2c1C,-7,95,4.9,-7,-13,-5,3,2,-1
COc1ccc(N2CCN(C(=O)C3CCN(S(=O)(=O)c4c(C)noc4/C=C/N(C)C)CC3)CC2)cc1,4,97,-0.8,-4,-6,9,7,13,-24
O=C(c1ccco1)N1CCN(C(=O)c2ccc(COc3ccc(F)cc3)o2)CC1,-2,105,-9.3,-17,-13,11,13,-3,-15
COc1cc(-c2noc(C)c2C(=O)NCCO)cc(OC)c1OC,0,95,1.7,-4,-12,-9,-3,-4,1
CN(C(=O)c1cc(-c2ccccc2)on1)C1CCCCC1,4,122,2.0,-8,2,-17,0,2,-10
Cc1ccc(S(=O)(=O)Oc2ccc(C3C4=C(CCCC4=O)OC4=C3C(=O)CCC4)cc2)cc1,9,99,1.1,-2,-1,23,15,1,5
CC1Cc2nc(SCC(=O)N3CCCc4ccccc43)n(C)c(=O)c2S1 (centres undefined),-1,112,5.7,5,-16,-6,4,-2,-8
CCNc1nc(NCC)n2c(SCC(=O)c3ccc(C(C)C)cc3)nnc2n1,4,92,1.5,3,8,2,6,1,-6
CCCCn1c(N)c(N(CC(C)C)C(=O)c2ccc(Br)s2)c(=O)[nH]c1=O,-2,104,1.8,6,-1,2,-2,-2,9

# For convenience, some entries already given.
SMILES,PP1 counter,Yeast superoxide,PP5 inh,EBNA-1 inh,ZTA counter,HCV core dimer,CTSL1 counter,TPT1 inh,JMJD2C inh
O=C(N/N=C/c1ccsc1)c1cc(O)cc(O)c1,-2,88,0.8,-1,4,0,2,-1,-2
O=C1Nc2cccnc2Sc2ccccc21,-3,105,-3.2,3,-7,-4,-2,-3,-4

# Next section
SMILES,PP1 counter,Yeast superoxide,PP5 inh,EBNA-1 inh,ZTA counter,HCV core dimer,CTSL1 counter,TPT1 inh,JMJD2C inh
Cc1ccccc1S(=O)(=O)c1c(C)cc(-c2ccccc2)[nH]c1=O,4,87,-1.4,-11,-21,-6,3,3,8
O=C1CC(N2CCN(C/C=C/c3ccccc3)CC2)C(=O)N1Cc1ccc(N2CCCC2=O)cc1 (centres undefined),2,96,-0.3,14,-10,0,0,-1,0
Cc1[nH]c2ccc(C(=O)OC(C)C(=O)N(C)c3ccccc3)cc2c1C (centres undefined),-1,94,3.4,0,8,0,1,-2,-5
Cc1cc(C)n(C(=O)/C(C#N)=N/Nc2cc(Cl)cc(Cl)c2)n1,-4,83,1.5,-3,12,2,20*,3,-4
O=C(C1CCC(N2C(=O)C3CC=CCC3C2=O)CC1)N1CCCCC1 (centres undefined),3,87,0.3,-1,-5,-2,1,-2,5
Clc1ccc(CNC23CN4CN(CN(C4)C2)C3)c(Cl)c1,1,91,2.9,-2,-2,-1,-2,0,4
COc1cc(OC)c(N(C)S(=O)(=O)c2cccc(C(=O)Nc3nc(C)cs3)c2)cc1Cl,-5,89,1.4,/,8,/,/,/,/
O=C(N/N=C\C=C\c1ccc2c(c1)OCO2)c1cccnc1,3,96,2.0,9,-9,-17,3,2,5
CC(=O)c1sc(N/N=C\c2ccc(C)cc2)nc1C,4,85,2.6,0,13,-6,5,17,15
COc1ccc(CC(=O)OCC(=O)NCc2ccccc2Cl)cc1,-2,111,2.7,6,7,4,-2,8,2
CCOc1ccc(NC(=O)CCN2C(=O)C3CCCCC3C2=O)cc1OCC (centres undefined),-2,109,0.7,1,-18,-9,1,0,-32
COCCn1c(=O)[nH]c(=O)c2c1nc(-c1ccc(-c3ccc(Cl)cc3[N+](=O)[O-])o1)n2Cc1ccccc1,18*,119,5.4,-7,-9,55*,1,9,5
CCOc1ccccc1NC(=O)CSc1ccc2nnc(-c3cccnc3)n2n1,1,104,1.3,-2,-14,1,-7,-1,2
O=C(CCCc1ccccc1)Nc1ccnn1C1CCN(Cc2ccc(CO)o2)CC1,2,96,-3.4,-1,3,-3,0,0,16
O=C(O)CCCC(=O)Nc1ccccc1Br,-3,92,2.3,-11,-14,-6,6,-5,-3
O=[N+]([O-])c1ccc(/C=[N+](\[O-])CCO)o1,2,139,1.2,0,-4,-4,2,-7,6
C[C@H](NC(=O)c1nc[nH]c1C(=O)NCC(=O)OC(C)(C)C)C(=O)OCc1ccccc1,1,99,3.6,0,-3,-1,-1,2,7
COc1ccccc1/C=C(/C(=O)OCC(=O)Nc1ccc(N(C)C)cc1)c1ccccc1,6,96,-1.3,4,16,17,2,2,2
Cc1cccc(NC(=O)c2ccc3[nH]c(=O)c(=O)[nH]c3c2)n1,-3,95,-2.0,6,10,4,2,2,93
O=C(c1ccccc1)N1CCCCCC1,3,98,5.1,-1,-4,-16,0,0,-7
CCOC(=O)N1CCC(NC(=O)CN2C(=O)CSc3ncccc32)CC1,1,92,-1.3,13,-23,-1,2,-6,-4
Cc1cccc(-c2nc(S(=O)(=O)c3ccccc3)c(N3CCOCC3)o2)c1,1,95,1.8,4,1,12,4,1,7
Cc1ccc(/C=N/NC(=O)Cc2cccs2)o1,-2,98,1.7,3,-5,-7,0,-1,3
